# ERG-DNA inh – qHTS for Small Molecule Inhibitors of the ERG Ets/DNA interaction; AID 624246, 2012; Transcriptional regulator ERG (Homo sapiens), P11308; Potency, µM (doses to about 76.9 µM), inactives show at the highest dose FP activity, negative = inhibition, hits mostly inhibitors; hit rate 0.028% among 370,000; fluorescence polarization, His-ERG Ets domain / labelled DNA; active means well fitted inhibition curve with a large enough effect in the polarisation, with a control signal flat; inconclusive means small, poorly fitted or top-dose-only effect, or effect the other way, or a change in a side signal; inactive means no such curve, though single readings can be large or run the other way; the % refers to the polarisation;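 further: polarization taken with two DNA probes labelled with fluorescein and Texas red; potency means the concentration at half of the fitted maximal effect; % of control where 0% means no effect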
#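 His-tagged ERG Ets domain (1 uM in the protein solution; 300mM KCl, 50mM Tris-HCl, 1mM EDTA, 1mM DTT, pH 7.5) received compound, then a probe mix of 5 nM fluorescein-DNA and 100nM Texas-615-DNA. Fluorescence polarization was read for both dyes.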
# HP1b binding inh – HTS for Inhibitors of HP1-beta Chromodomain Interactions with Methylated Histone Tails. AlphaScreen HP1-beta / biotin-H3K9me3 peptide binding. hit rate 0.56% among 390,000. Potency, µM (doses to about 114 µM), for inactives: top-dose activity change, negative = inhibition, hits mostly inhibitors. AID 540317, 2011. Chromobox protein homolog 1 (Homo sapiens), P83916; further: potency means the concentration at half of the fitted maximal effect; nearly all actives have a fitted effect of over 70% in size; inactives centre near 23
#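 Compound inhibition of the preformed complex between 50 nM HP1-beta and 50 nM biotinylated H3K9me3 peptide was read by AlphaScreen. Buffer was PBS pH 7.4 with 0.01% Tween-20. Incubations ran 30 min at room temperature, with 10 ug/mL donor/acceptor beads.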
# JMJD2A Tudor inh – qHTS Assay for Inhibitors of JMJD2A-Tudor Domain; Potency, µM (series often up to 114 µM), inactives show top-dose activity change, negative = inhibition, most hits filed as inhibitors; hit rate 4.4% among 390,000; Lysine-specific demethylase 4A (Homo sapiens), O75164; AlphaScreen JMJD2A-Tudor / H3K4me3 peptide binding; further: potency means the concentration at half of the fitted maximal effect; on the % scale 0 is the no-effect control and ±100 the full control effect; nearly all actives have a fitted effect of over 50% in size
# Target sequence (O75164 whole entry, looked up, the tested form may be a part): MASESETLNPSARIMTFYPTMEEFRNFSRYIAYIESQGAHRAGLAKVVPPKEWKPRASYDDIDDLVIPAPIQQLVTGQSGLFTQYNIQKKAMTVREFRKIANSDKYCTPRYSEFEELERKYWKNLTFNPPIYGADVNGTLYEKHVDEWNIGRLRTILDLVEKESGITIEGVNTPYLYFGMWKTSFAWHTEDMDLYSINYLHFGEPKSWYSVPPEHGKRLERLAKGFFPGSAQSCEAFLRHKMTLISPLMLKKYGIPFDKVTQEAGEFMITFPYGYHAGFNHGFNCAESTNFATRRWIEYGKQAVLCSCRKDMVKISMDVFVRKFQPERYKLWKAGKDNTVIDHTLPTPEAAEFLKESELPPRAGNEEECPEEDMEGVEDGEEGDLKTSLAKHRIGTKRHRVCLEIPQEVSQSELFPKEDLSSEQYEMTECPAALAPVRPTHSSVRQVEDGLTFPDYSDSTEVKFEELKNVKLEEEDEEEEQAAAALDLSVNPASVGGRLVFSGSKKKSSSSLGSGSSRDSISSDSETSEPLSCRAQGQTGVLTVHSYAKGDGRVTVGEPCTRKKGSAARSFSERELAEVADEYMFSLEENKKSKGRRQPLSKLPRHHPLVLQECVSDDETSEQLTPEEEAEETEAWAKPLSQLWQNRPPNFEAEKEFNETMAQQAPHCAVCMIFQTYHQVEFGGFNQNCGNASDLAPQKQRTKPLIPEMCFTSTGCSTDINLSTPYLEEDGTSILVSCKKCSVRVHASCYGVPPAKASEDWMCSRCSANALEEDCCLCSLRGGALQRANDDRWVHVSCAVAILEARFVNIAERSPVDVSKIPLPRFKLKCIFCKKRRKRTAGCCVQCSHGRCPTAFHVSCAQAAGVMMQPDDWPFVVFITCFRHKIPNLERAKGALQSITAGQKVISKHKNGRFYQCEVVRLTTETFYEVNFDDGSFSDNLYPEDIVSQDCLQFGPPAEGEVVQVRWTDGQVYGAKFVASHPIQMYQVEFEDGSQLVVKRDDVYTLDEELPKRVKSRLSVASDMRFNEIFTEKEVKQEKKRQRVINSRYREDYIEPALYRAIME
# BAZ2B block – qHTS Assay for Inhibitors of BAZ2B; Bromodomain adjacent to zinc finger domain protein 2B (Homo sapiens), Q9UIF8; AlphaScreen BAZ2B-H3K14Ac peptide displacement; Potency, µM (doses to about 114 µM), inactives show top-dose activity change, negative = inhibition, actives largely listed as inhibitors; hit rate 4.4% among 360,000; AID 504333, 2011; further: potency means the concentration at half of the fitted maximal effect; on the % scale 0 is the no-effect control and ±100 the full control effect; nearly all actives have a fitted effect of over 60% in size
#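 AlphaScreen luminescence quantifies BAZ2B engagement of H3K14Ac peptide; the protein and biotinylated peptide are both at 50 nM final, buffer PBS pH 7.4 with 0.01% Tween-20, all steps at room temperature.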
# PI4K2A inh – qHTS for small molecular inhibitors of PI4K2A. activity change, negative = inhibition, % at 76.9 µM. purified PI4K2A, ADP-Glo luminescence, 1 h; active compounds read low. Phosphatidylinositol 4-kinase type 2-alpha (Homo sapiens), Q9BTU6. hit rate 0.13% among 420,000; in the data active means activity change below about -50%; inconclusive means mostly about -30% to -49%;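 further: -100% = wells without enzyme as full effect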
#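 Compounds are screened against recombinant PI4K2A using PI as substrate and ATP, the latter dispensed at 300 microM. Reactions run one hour at ambient temperature before ADP-Glo detection; full inhibition defined by wells lacking enzyme.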
# Pin1 inh – qHTS Assay to Find Inhibitors of Pin1; Potency, µM (top dose mostly 115 µM), for the others: top-dose activity, negative = inhibition, most hits filed as inhibitors; AID 504891, 2011; hit rate 0.009% among 390,000; Pin1 FP peptide displacement, HiFluor488, 10 min; Peptidyl-prolyl cis-trans isomerase NIMA-interacting 1 (Homo sapiens), Q13526; active means well fitted inhibition curve with a large enough effect in the polarisation, with a control signal flat, not every such curve was filed as active; inconclusive means small, poorly fitted or top-dose-only effect, or effect the other way, or a change in a side signal; inactive means no such curve, though single readings can be large or run the other way; the % refers to the polarisation; further: potency means the concentration at half of the fitted maximal effect; on the % scale 0 is the no-effect control and ±100 the full control effect
# GLS inh – qHTS for Inhibitors of Glutaminase (GLS); Glutaminase kidney isoform, mitochondrial (Homo sapiens), O94925; GLS enzymatic activity, qHTS titration; hit rate 0.21% among 410,000; Potency, µM (top dose mostly 45.5 µM), inactives show at the highest dose activity change, negative = inhibition, most hits filed as inhibitors; further: potency means the concentration at half of the fitted maximal effect; on the % scale 0 is the no-effect control and ±100 the full control effect
#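 Two-point fluorescence kinetic (t0, 30 min RT) for hKGA; glutamate detected via glutamate oxidase–HRP–Amplex Red. Substrate: 1 mM L-glutamine solution; buffer 45 mM KH2PO4, pH 8.2.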
# PGK inhibitor – qHTS Assay to Find Inhibitors of Phosphoglycerate Kinase; Phosphoglycerate kinase, glycosomal (Trypanosoma brucei brucei), P07378; hit rate 0.043% among 380,000; PGK/GAPDH coupled, Kinase-Glo luminescence, 60 min; Potency, µM (doses to about 57.5 µM), for inactives: at the top dose activity change, negative = inhibition, hits mostly inhibitors; further: potency means the concentration at half of the fitted maximal effect; on the % scale 0 is the no-effect control and ±100 the full control effect; nearly all actives have a fitted effect of over 60% in size
#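 Luminescent ATP detection (Kinase-Glo Plus) follows a 60-minute room-temperature incubation, with wells lacking PGK as controls. Buffer: 100 mM TEA (pH 7.6), 5 mM MgCl2, 0.01% Tween-20. Coupling enzyme GAPDH (100 nM final) supplies unstable 1,3-BPG in-well.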
# G9a inh – qHTS Assay for Inhibitors of Histone Lysine Methyltransferase G9a; Histone-lysine N-methyltransferase EHMT2 (Homo sapiens), Q96KQ7; G9a H3K9 monomethylation, AlphaScreen, 2 h; Potency, µM (top dose mostly 102 µM), inactives show at the highest dose activity, negative = inhibition, hits mostly inhibitors; hit rate 8.8% among 350,000; AID 504332, 2011; further: potency means the concentration at half of the fitted maximal effect; on the % scale 0 is the no-effect control and ±100 the full control effect; nearly all actives have a fitted effect of over 75% in size
#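 G9a (20 nM) preincubated 15 min RT with compounds, then 500 nM biotinylated H3K9 peptide and 20 uM SAM added; 2 h RT reaction. Monomethyl-H3K9 product detected by AlphaScreen with anti-H3K9me1 antibody, streptavidin donor and anti-rabbit IgG acceptor beads.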
# * marks the source's active call; other numbers are inactive results; i = inactive; ? = inconclusive; . = not tested or not shown; & = joins results of further samples; [ ] = remark or other dose. Unless noted, the call rests on the fitted dose curve; in most records, active means well fitted curve in the direction sought with a large enough effect; inconclusive means small, poorly fitted or top-dose-only effect, or another doubt; inactive means no such curve, though single readings can be large; an effect the other way counts as inactive or inconclusive.
structure,ERG-DNA inh,HP1b binding inh,JMJD2A Tudor inh,BAZ2B block,PI4K2A inh,Pin1 inh,GLS inh,PGK inhibitor,G9a inh
Nc1ncnc2c1ncn2C1C=C(CO)C(O)C1O (stereo unspecified),11%,12%,-17%,.,-12,-3%,2%,-6%,.
O=[N+]([O-])c1c(Nc2cccc(O)c2)cc(Cl)c2nonc12,-2%,-15%,?,?,-9,6%,2%,-10%,45µM*
CCCCNC(=O)CCCCCn1c(=O)[nH]c2cc(C(=O)OC)ccc2c1=O,6%,3%,-2%,-2%,-4,11%,4%,i,?
CCn1nc(C)c(CNC(=O)C2CCC(=O)N(Cc3cccc(F)c3)C2)c1C (stereo unspecified),15%,22%,-12%,0%,3,-7%,8%,3%,-16%
COc1ccc(S(=O)(=O)Nc2cc(C(=O)NCCC(C)C)ccc2N2CCOCC2)cc1,2%,39%[activator],-12%,-30%,-4,-3%,12%,i,50µM*
CN1CCN(S(=O)(=O)c2cccc(C(=O)N(Cc3nnc(-c4ccc(Cl)cc4)o3)C3CC3)c2)CC1,3%,44%[activator],-5%,-7%,3,-6%,0%,i,?
O=c1cc(-c2ccc(Cl)cc2)[nH]c2ccccc12,-2%,45%[activator],-19%,1%,-1,-1%,-5%,6%,.
CCn1cc(CNC(=O)NC2CCCCC2)c(C)n1,-2%,12%,-2%,9%,2,-5%,8%,i,16%[59 µM]
NC1=NC[C@H](Cc2ccccc2)N1CCCCC1CCCCC1,12%,5%,-23%,-1%,-3,-4%,1%,-3%,-3%[59 µM]
CCC(NC(=O)c1cc(COc2ccc(OC)cc2Cl)on1)c1ccncc1 (stereo unspecified),0%,4%,-20%,-19%,-1,-9%,3%,0%,-5%
CCCCSCCCNC(=O)c1cn(C)c2ccc(S(=O)(=O)N3CCCC3)cc2c1=O,9%&2%,39%&23%[activator],-1%&-14%,1%,-3&1,4%&1%,-4%&-1%,-1%,70%[activator]
Cc1ccc(C)c(S(=O)(=O)NCc2ccc(C(=O)NCc3ccco3)cc2)c1,3%,-37%,-1%[11.4 µM],-9%,-13,?,-11%,-7%,-10%[59 µM]
CNC(=S)N(Cc1ccco1)Cc1cc2cc(OC)c(OC)cc2[nH]c1=O,-7%,10%,-12%,-31%,0,-4%,-9%,-6%,-25%
CCOc1ccccc1C(=O)OCC(=O)NCC1CCCO1 (stereo unspecified),-2%[15.4 µM],16%,-6%,-4%,3,-1%,1%,i,25%[59 µM]
Cc1nn(C)cc1CNC(=O)c1cnn2c1NC(c1ccc(Br)cc1)CC2C(F)(F)F (stereo unspecified),.,8%,-13%,2%,0,-3%,-22%,5%,-22%
Cn1c(=O)c2c(ncn2CC(O)CO)n(C)c1=O (stereo unspecified),0%,34%,2%,4%,4&0,-19%,-3%,-2%,-2%[59 µM]
N#Cc1ccc(NC(=O)COCc2cc(-c3ccco3)on2)cc1,3%,3%,-3%,-2%,-6,2%,-10%,-10%,-21%[59 µM]
Cc1cnnn1-c1cccc([N+](=O)[O-])c1,1%,40%[activator],4%,23%,-8,1%,-3%,5%,36%
CN(CC(=O)Nc1ccc(C#N)cc1)Cc1ccc(Cl)c(Cl)c1,-5%,32%,12%,9%,5,?,4%,-3%,14%[12.7 µM]
COc1cccc(C(=O)Nc2cc(=O)n(C)c(=O)n2C)c1OC,3%,40%[activator],-7%,9%,1,5%,-6%,-7%,6%
Cc1nc(=O)c(-c2ccccc2)c(C)n1-c1ccc(C(=O)O)cc1,2%,22%,-27%,-7%,0,-3%,3%,-1%,?
CN1C(=O)c2[nH]nc(-c3ccc(F)cc3)c2C1c1ccccn1 (stereo unspecified),-1%,60%[activator],7%,5%,-10,-1%,1%,-9%,-3%[59 µM]
CC(=O)c1ccc(OCCCC(=O)NC2CCC(C)CC2)cc1 (stereo unspecified),-14%,19%,-3%,5%,3,-8%,3%,i,7%
O=C(Nc1ccccc1Br)c1ccc(OC(=S)N2CCOCC2)cc1,3%,-5%,-32%[57.1 µM],-5%,5,5%,-7%,i,.
COc1cccc(NC(=O)CSc2nnc(-c3cc(C)n(-c4ccccc4)c3C)o2)c1,0%,-6%,-27%,-9%,2,14%,2%,1%,-26%[59 µM]
CC(=O)c1ccc(S(=O)(=O)N2CCN(C(=O)CCC3CCCC3)CC2)cc1,-3%,22%,-1%,-10%,1,5%,16%,5%,-32%
COc1ccc(Cl)cc1NC(=O)CSc1nnc(C2CC2)n1C,2%,?,-11%,-2%,3,5%,4%,-6%,15%
Cc1ccc2nc(-c3ccc(O)cc3)c(Nc3ccc(Cl)cc3)n2c1,-4%,11%,-26%,-9%,-5,1%,1%,i,?
Cn1cc(C2NC(=O)c3ccccc3N2)c2ccccc21 (stereo unspecified),2%,15%,1%,.,-1,-5%,-21%,3%,.
Cc1oc(C(C)(C)C)cc1C(=O)N1CCCC1C(=O)O (stereo unspecified),-7%,7%,100µM*,-3%,-1,-9%,7%,-6%,-5%[59 µM]

# Results in PGK inhibitor, for some of the entries so far:
canonical_smiles | PGK inhibitor
Cc1nc(=O)c(-c2ccccc2)c(C)n1-c1ccc(C(=O)O)cc1 | -1%
CC(=O)c1ccc(S(=O)(=O)N2CCN(C(=O)CCC3CCCC3)CC2)cc1 | 5%

# Further entries
structure,ERG-DNA inh,HP1b binding inh,JMJD2A Tudor inh,BAZ2B block,PI4K2A inh,Pin1 inh,GLS inh,PGK inhibitor,G9a inh
O=C(NCCn1ccc2ccccc21)c1ccc(S(=O)(=O)N2CCOCC2)cc1,-3%,35%,-5%,11%,1,-12%,6%,6%,-32%
O=C(Cn1cc2c(n1)CCCCC2)N1CCc2ccccc21,-3%,52%[activator],-11%,-4%,0,0%,14%,3%,2%[59 µM]
NC(=O)c1nsc(C(=O)N(c2cccc(O)c2)C(C(=O)NC2CCCC2)c2ccc(Cl)cc2)c1N (stereo unspecified),6%,15%,-14%,3%,-3,-7%,0%,-2%,11%
Cc1cccc(NC(=O)C2CCN(C(=O)[C@@H]3Cc4ccccc4CN3)CC2)c1,18%,31%,-14%,-9%,3,0%,0%,-6%,?
Cc1cccc(NS(=O)(=O)c2cccc(C(=O)NCC(c3ccco3)N3CCCCC3)c2)c1 (stereo unspecified),-1%,-3%,-29%,-1%,1,3%,2%,1%,14%[59 µM]
COc1cc(NC(=O)CN(C)C2CCCCC2)c(C)cc1[N+](=O)[O-],.,-10%,?,-11%,4,1%,6%,2%,-6%
O=C(O)COCC(=O)N1CCCN(c2ccc(C(F)(F)F)cn2)CC1,2%,27%,-11%,-5%,1,-2%,4%,i,3%
CCOC(=O)N1CCN(C(=O)CN(Cc2ccc(Cl)cc2)S(=O)(=O)c2ccccc2)CC1,5%,13%,-23%,-8%,1,-3%,-1%,-14%,-2%[59 µM]
COc1ccc(C2CC(c3ccc(F)cc3)Nc3nc(N)nn32)cc1 (stereo unspecified),-6%,31%,-20%,-3%,4,1%,18%,-2%,-10%
Cc1ccc(-c2cc(C(=O)Nc3c(C(=O)c4ccccc4)oc4ccccc34)no2)cc1F,-1%,25%,0%,0%,0,-3%,1%,0%,?
COCC(C)NC(=O)C1c2ccccc2Oc2ccccc21 (stereo unspecified),1%,24%,-21%,14%,3,0%,-9%,-4%,.
CC1CCCN(Cc2c(O)ccc3c(=O)c(Oc4ccccc4Cl)c(C(F)(F)F)oc23)C1 (stereo unspecified),6%,14%,-12%,3%,-11,2%,-2%,-1%,-3%[59 µM]

# 3 structures already listed, ordered by molecular weight, smallest number first.
structure,ERG-DNA inh,HP1b binding inh,JMJD2A Tudor inh,BAZ2B block,PI4K2A inh,Pin1 inh,GLS inh,PGK inhibitor,G9a inh
COc1cccc(C(=O)Nc2cc(=O)n(C)c(=O)n2C)c1OC,3%,40%[activator],-7%,9%,1,5%,-6%,-7%,6%
O=C(Nc1ccccc1Br)c1ccc(OC(=S)N2CCOCC2)cc1,3%,-5%,-32%[57.1 µM],-5%,5,5%,-7%,i,.
CCOC(=O)N1CCN(C(=O)CN(Cc2ccc(Cl)cc2)S(=O)(=O)c2ccccc2)CC1,5%,13%,-23%,-8%,1,-3%,-1%,-14%,-2%[59 µM]

# Source: PubChem BioAssay
